From PubChem
TRb SRC2 PPI: qHTS for Inhibitors of the Interaction of Thyroid Hormone Receptor and Steroid Receptor Coregulator 2 | Thyroid hormone receptor beta (Homo sapiens), P10828 | TRbeta-SRC2 peptide binding, fluorescence polarization; receptor liganded with 1 µM T3 | Potency, µM (doses to about 106 µM), without a hit: top-dose activity change, negative = inhibition, usual class: inhibitors | actives 0.065% (n = 280,000) | AID 1469, 2008;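 note: plate controls were bound peptide for no effect and peptide without receptor for full effect; nearly all actives have a fitted effect of over 50% in size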
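Assay buffer: 20 mM Tris-HCl, 100 mM NaCl, 10% glycerol, 1 mM EDTA, 0.01% NP-40, 1 mM DTT, 1 uM T3, 5% DMSO; TRb LBD 0.6 uM, Texas Red SRC2 20 nM; FP after 5 hr.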
JMJD2E inh: qHTS Assay for Inhibitors of Human Jumonji Domain Containing 2E (JMJD2E); Lysine-specific demethylase 4E (Homo sapiens), B2RXH2; JMJD2E catalytic domain, FDH-coupled NADH fluorescence (FDH is formaldehyde dehydrogenase); Potency, µM (series often up to 57.1 µM), inactives show top-dose activity change, negative = inhibition, most hits filed as inhibitors; actives 1.6% (n = 230,000); active = well fitted inhibition curve with a large enough effect, not every such curve was filed as active; inconclusive = small, poorly fitted or top-dose-only effect, or another doubt; inactive = no such curve, though single readings can be large or run the other way;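 note: 0% = wells with enzyme and -100% = buffer wells without enzyme; nearly all actives have a fitted effect of over 50% in size; many of its hits are not listed in these tables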
Target sequence (B2RXH2 1-337 limits assumed): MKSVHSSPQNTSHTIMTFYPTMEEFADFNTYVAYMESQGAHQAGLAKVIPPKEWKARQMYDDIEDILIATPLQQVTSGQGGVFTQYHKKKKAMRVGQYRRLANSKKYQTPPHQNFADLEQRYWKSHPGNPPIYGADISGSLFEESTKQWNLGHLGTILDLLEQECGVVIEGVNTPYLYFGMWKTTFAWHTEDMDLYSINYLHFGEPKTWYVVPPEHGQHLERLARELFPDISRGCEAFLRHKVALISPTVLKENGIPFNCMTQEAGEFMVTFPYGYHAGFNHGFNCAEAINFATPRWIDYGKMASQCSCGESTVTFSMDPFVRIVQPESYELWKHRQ
ALDH1A1 block: qHTS Assay for Inhibitors of Aldehyde Dehydrogenase 1 (ALDH1A1) | Aldehyde dehydrogenase 1A1 (Homo sapiens), P00352 | Potency, µM (highest dose often 75.3 µM), without a hit: at the highest dose activity, negative = inhibition, usual class: inhibitors | Purified ALDH1A1, NADH fluorescence, propionaldehyde substrate | AID 1030, 2008 | actives 7.3% (n = 220,000); active = well fitted inhibition curve with a large enough effect, not every such curve was filed as active; inconclusive = small, poorly fitted or top-dose-only effect, or another doubt; inactive = no such curve, though single readings can be large or run the other way;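 note: plate controls were no enzyme wells and a reference inhibitor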
Target sequence (P00352 whole entry, looked up): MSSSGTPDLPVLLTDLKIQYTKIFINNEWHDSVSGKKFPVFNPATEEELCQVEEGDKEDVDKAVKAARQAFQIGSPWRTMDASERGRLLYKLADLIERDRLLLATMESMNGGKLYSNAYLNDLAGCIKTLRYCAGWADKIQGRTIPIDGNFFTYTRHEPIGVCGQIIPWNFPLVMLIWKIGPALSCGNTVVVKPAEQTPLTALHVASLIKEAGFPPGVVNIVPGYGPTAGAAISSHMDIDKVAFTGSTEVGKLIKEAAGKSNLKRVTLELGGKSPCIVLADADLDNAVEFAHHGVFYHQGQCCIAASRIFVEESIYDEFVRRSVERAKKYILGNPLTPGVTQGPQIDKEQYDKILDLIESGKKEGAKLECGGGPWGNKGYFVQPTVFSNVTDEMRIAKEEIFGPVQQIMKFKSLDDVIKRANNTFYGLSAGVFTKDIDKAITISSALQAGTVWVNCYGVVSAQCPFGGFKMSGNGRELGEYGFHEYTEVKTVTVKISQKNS
RECQ1 helicase: qHTS Assay for Inhibitors of RecQ-Like Dna Helicase 1 (RECQ1); ATP-dependent DNA helicase Q1 (Homo sapiens), P46063; RECQ1 DNA unwinding, red fluorescence kinetic read; Potency, µM (doses to about 57.3 µM), for the others: at the highest dose activity, negative = inhibition, actives largely listed as inhibitors; actives 0.54% (n = 240,000); AID 2549, 2010;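 note: plate controls were vehicle for no effect and no enzyme for full effect; nearly all actives have a fitted effect of over 30% in size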
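RECQ1T1 50 nM; forked duplex (20 bp + 30-nt ss tails) 200 nM, ATP 2 mM final; pH 8.0, 2 mM MgCl2, 2.5 ug/ml poly(dI-dC); 15 min compound preincubation; discontinuous kinetic read over 2 h at RT.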
Lamin A splicing: qHTS Assay for Modulators of Lamin A Splicing. HeLa LMNA splicing GFP/RFP minigene ratio, 48 h. Potency, µM (doses to about 46.1 µM), for the others: top-dose ratio change, negative = inhibition, hits mostly inhibitors. actives 0.01% (n = 200,000). AID 1487, 2009; active = well fitted inhibition curve with a large enough effect in the signal ratio, with a control signal flat, not every such curve was filed as active; inconclusive = small, poorly fitted or top-dose-only effect, or effect the other way, or a change in a side signal; the % refers to the signal ratio; note: % is set by controls: 0 for no effect and ±100 for the full control effect
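Read-out is the ratio of GFP to DsRed2 object intensity, acquired by 488 nm laser-scanning cytometry on HeLa lamin A-EGFP minigene reporter cells. Compound incubation 48 hrs at 37 °C in Opti-MEM with 2% FBS; DMSO 0.5% final.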
SMN2 splice up: qHTS Assay for Enhancers of SMN2 Splice Variant Expression; HEK293 SMN2-luciferase splicing reporter, luminescence, 30-36 h; Potency, µM (series often up to 46.1 µM), for the others: top-dose activity change, positive = activation, most hits filed as activators; actives 2.8% (n = 210,000); AID 1458, 2008; note: % of control where 0% means no effect; nearly all actives have a fitted effect of over 55% in size
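HEK293 cells carry an SMN2 minigene-luciferase reporter in which exon 7 inclusion puts luciferase in frame. Cells were seeded at 2000 cells/well, attached for 10-12 hours, then exposed to compounds for 30-36 hours at 37C before ONE-Glo luminescence.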
GoLoco inh red: qHTS Assay for Inhibitors of RGS12 GoLoco Motif Activity (Red Fluorophore) | Guanine nucleotide-binding protein G(i) subunit alpha-1 (Homo sapiens), P63096 | Gai1:RGS12 GoLoco peptide FP, rhodamine, 10 min | Potency, µM (top dose mostly 61.6 µM), for inactives: at the top dose activity, negative = inhibition, usual class: inhibitors | actives 0.44% (n = 230,000) | AID 880, 2007; active = well fitted inhibition curve with a large enough effect, not every such curve was filed as active; inactive = no such curve, though single readings can be large or run the other way; note: % is set by controls: 0 for no effect and ±100 for the full control effect; nearly all actives have a fitted effect of over 30% in size; many of its hits are not listed in these tables
TexasRed fluor: Total Fluorescence Counterscreen for Inhibitors of the Interaction of Thyroid Hormone Receptor and Steroid Receptor Coregulator 2; Potency, µM (top dose mostly 106 µM), for inactives: at the highest dose fluorescence change, negative = quenching; AID 1479, 2009; TRb/SRC2 Texas Red total fluorescence interference; actives 0.29% (n = 280,000); active = well fitted curve in either direction with a large enough effect; inconclusive = small, poorly fitted or top-dose-only effect; note: % is set by controls: 0 for no effect and ±100 for the full control effect
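Human TRb ligand-binding domain at 0.6 uM with 20 nM Texas Red SRC2 peptide in Tris buffer containing 1 uM T3 and 5% DMSO, incubated with compound 5 h at ambient temperature. Total fluorescence (555/632 nm) calculated as parallel + 2 × perpendicular.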
* hit, by the source's call; i = inactive; ? = inconclusive; . = not tested or not shown; & = joins results of further samples; [ ] = remark or other dose. Unless noted, calls come from the whole dose curve; as a rule, active = well fitted curve in the direction sought with a large enough effect; inconclusive = small, poorly fitted or top-dose-only effect, or another doubt; inactive = no such curve, though single readings can be large; an effect the other way counts as inactive or inconclusive. Potency is the fitted concentration of half-maximal effect. A portion of the library, so the mix of outcomes need not match the whole.

SMILES	TRb SRC2 PPI	JMJD2E inh	ALDH1A1 block	RECQ1 helicase	Lamin A splicing	SMN2 splice up	GoLoco inh red	TexasRed fluor
O=S(=O)(Nc1cccnc1)c1ccccc1	9%	0%	-3%	11%	.	-6%	-19%	-1%
CCn1c(SCC(=O)Nc2cccnc2Cl)nnc1-c1ccccc1	-7%	5%	4%	-11%	0%	-8%	6%	0%
S=c1[nH]nc(-c2cc(-c3ccco3)[nH]n2)n1-c1cccc2ccccc12	8%	-6%	?	-14%	0%	-36%[inhibitor]	5%	-1%
CCOC(=O)C1CCN(c2ncnc3c2nnn3Cc2ccccc2Cl)CC1	12%	-9%	?	i	15%[46 µM]	-3%	15%	-4%
CSc1ccc(/C=N/NC(=O)c2ccc(C)c(C)c2)cc1	8%	-3%	8%	1%	-18%	11%	94%[activator]	1%
COc1ccc(N2CCN(C(=O)Nc3cccc(C(F)(F)F)c3)CC2)cc1	-2%&9%	1%	0%	-13%	?	-26%&-26%	-9%	1%&-1%
Nc1sc(-c2ccccc2)n[n+]1Cc1cccc2cccnc12	6%	-14%	.	16%	.	.	4%	0%
CCOC(=O)c1ccc(NCCOC)c([N+](=O)[O-])c1	5%	1%	?	-5%	-20%[46 µM]	6%	0%	-2%
CCOc1ccccc1N1CCN(C(=O)c2ccccc2)CC1	-21%	5%	5%	0%	0%	22%	-4%	1%
CC1(C(=O)N2CC3(CC(c4cccc([N+](=O)[O-])c4)=NO3)C[C@H]2C(=O)NCC(N)=O)CC1 (stereo not given in full)	4%	7%	5%	i	12%	-3%	4%	-4%
Cc1cc([N+](=O)[O-])c(N2CCC[C@@H]2C(=O)O)c([N+](=O)[O-])c1	1%	-3%	4%	1%	-10%	12%	0%	-5%
CCOC(=O)c1ccc(NC(=O)COc2ccc(S(=O)(=O)N3CCCC3)cc2)cc1	11%	-3%	-10%	i	15%	-23%	-1%	2%
CC(C(=O)c1ccccc1)[n+]1cccc(C(N)=O)c1 (stereo not given)	4%	4%	12%	8%	.	.	5%	0%
COc1ccc(CCNC(=O)CCCOc2cc(=O)n(C)c3ccccc23)cc1OC	4%	0%	-12%	-5%	.	-28%	5%	-2%
NC(N)=N[C@@H](CCC(=O)O)C(=O)O	-4%	7%	-4%	-8%	?	3%	6%	-4%
CCCn1cc(SCC(=O)Nc2ccc3c(c2)OCO3)c2ccccc21	-15%	3%	?	-7%	?	-11%	5%	-2%
CCN(CC)S(=O)(=O)c1ccc2c(c1)c(=O)c(C(=O)NCc1ccc3c(c1)OCO3)cn2C	6%	1%	-8%	-8%	?	-3%	-1%	2%
CCn1c(SCC(=O)Nc2nc(C)cs2)nnc1C(NC(=O)c1ccccc1Cl)C(C)C (stereo not given)	-4%	3%	2%	i	1%	22%	9%	1%
Cc1cccc(-n2nnnc2SCc2csc(-c3ccccc3)n2)c1	9%	-3%	11%	-1%	?	-38%[inhibitor]	41%[activator]	0%
O=C(CSc1nnc(-c2cnccn2)n1Cc1ccco1)c1ccc2ccccc2c1	-2%	-2%	?	-22%	-9%	-12%	13%	-4%
CC(=O)NC1(C(F)(F)F)C(=O)Nc2c1c(=O)[nH]c(=O)n2Cc1ccco1 (stereo not given)	-19%	-3%	-1%	i	-10%	5%	1%	2%
CCOc1c(N2CCCCC2)c(=O)c1=O	-20%	-2%	-4%	i	-5%	1%	-3%	-4%
Cc1ccc(NS(=O)(=O)c2cc(C(=O)N3CCN(C)CC3)ccc2C)cc1	-7%	9%	9%	-1%	16%	-7%	10%	-2%
CCOc1ccc(CN(C)C(C)C(=O)Nc2ccc([N+](=O)[O-])cc2Cl)cc1OC (stereo not given)	-21%	3%	?	7%	?	-26%	2%	0%
Cc1ccc(NC(=S)NNC(=O)Nc2ccccc2)cc1	-4%	-2%	2.2µM*	i	.	13µM*	7%	3%

(further entries)
SMILES	TRb SRC2 PPI	JMJD2E inh	ALDH1A1 block	RECQ1 helicase	Lamin A splicing	SMN2 splice up	GoLoco inh red	TexasRed fluor
COCCNc1nc(-c2ccc(C(=O)N(C)C)cc2)nc2ccccc12	.	.	?	-5%	-5%	.	17%	.
CCOC(=O)CN1C(=O)CSc2ccccc21	-20%	2%	8%	-4%	8%	-11%	2%	-3%
COc1ccc(-c2ccccc2C2NC(C(=O)O)CCC2C)cc1 (stereo not given)	-5%[11.2 µM]	.	12%[13.5 µM]	14%[11.5 µM]	.	.	.	-4%[11.2 µM]
O=C1C(Cc2c[nH]c3ccccc23)NC(=S)N1Cc1ccccc1 (stereo not given)	5%	-1%	2%	3%	?	-4%	-5%	-3%
O=C(NCc1cccnc1)/C(=C\c1ccc(-c2cccc(Cl)c2)o1)S(=O)(=O)c1ccccc1	7%	-23%	?	-9%	?	-102%[inhibitor]	3%	1%
COc1ccc(-n2nc([N+](=O)[O-])c(=NCCc3ccc(OC)c(OC)c3)n2O)cc1	-13%	12%	-5%	-3%	?	-54%[inhibitor]	8%	-1%
CCn1cnc2cc(NC(=O)c3cccs3)ccc21	-1%	16%	8%	i	?	13µM*	2%	-4%
S=c1[nH]nc(-c2cccc(Br)c2)o1	-6%	?	6.3µM*	4%	13%	-2%	2%	-5%
COc1ccc(N2CCN(C(=O)CNC(=O)c3ccc(C(C)(C)C)cc3)CC2)cc1	-2%	?	-15%	-8%	?	-20%	-3%	-2%
Cc1cc2oc(=O)cc(CN3CCC(C)CC3)c2cc1Cl	3%	-1%	20µM*	-18%	-3%	-10%	3%	0%
COCCNC(=O)c1snc2ccc(Cl)cc12	4%	?	?	-14%	20%	-6%	6%	-7%
Cc1cc(Cl)ccc1OCCCC(=O)N1CCN(C(=O)c2ccco2)CC1	-19%	-2%	?	1%	6%	2%	0%	-1%
Cc1ccc2nc(SCC(=O)Nc3cc(C(F)(F)F)ccc3N3CCOCC3)[nH]c2c1	11%	8%	5%	-12%	-6%	-19%	-2%	1%
O=C(Cn1nnc(-c2ccccc2-n2cnnn2)n1)NCc1ccccc1	-16%	2%	10µM*	7%	-5%	-3%	0%	0%
Cc1ccc(CCNC(=O)C2CCN(S(=O)(=O)N3CCC4(CC3)OCCO4)CC2)cc1	-6%	-5%	-15%	2%	15%	-10%	-6%	0%
CN(C)C(CNC(=O)c1cccc(OC(F)F)c1)c1ccco1 (stereo not given)	0%	-8%	3%	-2%	3%	17%	14%	0%
Cc1ccc(NC(=O)Cn2cccc2C2=NC(c3ccccc3)CO2)cc1C (stereo not given)	-5%	7%	6%	0%	?	-24%	-17%	0%
COc1ccc(S(=O)(=O)N(C(C)=O)c2ccc(OC(C)=O)c3ccccc23)cc1[N+](=O)[O-]	3%	4%	7.1µM*	-4%	?	.	.	-4%
COc1ccc(-c2noc(CCC(=O)NCC3CCN(Cc4cccc(C)c4)CC3)n2)cc1	-1%	1%	-6%	-8%	?	-33%[inhibitor]	-4%	-1%
CCCCC[C@H](O)/C=C/C=C\C/C=C\CCCCCCC(=O)O	-5%	8%	1%	-10%	.	-4%	-5%	-1%
COc1ccc2cc(CN(CC3CCCO3)C(=O)Nc3ccccc3OC)c(=O)[nH]c2c1 (stereo not given)	1%	-5%	-7%	i	.	.	8%	-1%
Cc1ccc(S(=O)(=O)N(C)C)cc1NC(=S)N1CCN(Cc2ccc3c(c2)OCO3)CC1	-3%	-9%	-6%	-9%	-3%[46 µM]	-70%[inhibitor]	13%	-2%
O=C(CCNC(=O)Cn1ccc2ccccc2c1=O)NCCCN1CCOCC1	-10%	?	0%	2%	-19%[46 µM]	-16%	-4%	0%
COc1cccc(NC(=S)N2CCN(C/C=C/c3ccccc3)CC2)c1	-1%	-3%	?	-9%	7%[0.0737 µM]	-19%	5%	-1%
C/C(=N\NC(=O)c1ccc(Cl)cc1)c1ccc(N2CCOCC2)cc1	9%	-11%	-48%	5%	-13%	6%	-6%	0%

Other structures follow:
SMILES	TRb SRC2 PPI	JMJD2E inh	ALDH1A1 block	RECQ1 helicase	Lamin A splicing	SMN2 splice up	GoLoco inh red	TexasRed fluor
O=C(CCN1C(=O)C2C3C=CC(C3)C2C1=O)NCCN1CCCc2ccccc21 (stereo not given)	5%	-8%	?	i	12%	-8%	-9%	1%
CCOC(=O)N1CCN(C(=S)Nc2cc(OC)c(OC)cc2C(=O)OC)CC1	-18%	-1%	-3%	5%	7%	6%	9%	-3%
Cc1ccccc1OCc1nnc(SCc2cc(=O)[nH]c3ccccc23)o1	-2%	-3%	4%	-8%	0%	-7%	9%	-2%
CC12CC(c3ccccc3O1)C(C(=O)NCc1ccccc1)C(=O)N2 (stereo not given)	1%	-1%	1%	-3%	14%	-4%	0%	-2%
Nc1ncnc(Nc2ccccc2C(F)(F)F)n1	7%	6%	5%	-2%	3%	-6%	-1%	-7%
Cc1ccc2c(CN3C(=O)NC(C)(c4ccc5c(c4)OCO5)C3=O)cc(=O)oc2c1 (stereo not given)	-5%	?	?	-11%	0%	-7%	24%	-7%
Cc1ccc(-c2c(C#N)c(N)nc3c2CCCCC3)cc1	-3%	?	?	-6%	6%	-5%	10%	1%
Cc1cc(N2CCOCC2)ccc1/C=C\[N+](=O)[O-]	-4%	-3%	?	-2%	-27%	?	20%	-2%
CCOC(=O)N1CCN(C(=O)C(C)N(c2ccccc2)S(C)(=O)=O)CC1 (stereo not given)	1%	-1%	5%	-4%	-2%[46 µM]	.	-6%	-4%
O=C1/C(=C/c2ccccn2)SC(=S)N1c1ccc(O)cc1	3%	-1%	.	i	.	.	-3%	-5%
